Compound activity as filed in PubChem BioAssay.
TEAD-YAP inh: TEAD-YAP interaction inhibition; AID 1259422; inhibition, % at 9.12 µM; HEK-TIYL cells, TEAD-Gal4/YAP UAS-luciferase luminescence; hit rate 1.4% among 640,000; in the data active means inhibition above about 32%;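 further: 0% = median of test compound wells and 100% = reference inhibitor wells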
MITF inh: inhibitors of human MITF | O75030 | AlphaScreen MITF homodimerization, bead proximity signal | inhibition, % at 2.6 µM | hit rate 0.91% among 650,000; in the data active means inhibition above about 50%;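 further: 0% = vehicle wells with protein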
Target sequence (O75030 whole entry, looked up): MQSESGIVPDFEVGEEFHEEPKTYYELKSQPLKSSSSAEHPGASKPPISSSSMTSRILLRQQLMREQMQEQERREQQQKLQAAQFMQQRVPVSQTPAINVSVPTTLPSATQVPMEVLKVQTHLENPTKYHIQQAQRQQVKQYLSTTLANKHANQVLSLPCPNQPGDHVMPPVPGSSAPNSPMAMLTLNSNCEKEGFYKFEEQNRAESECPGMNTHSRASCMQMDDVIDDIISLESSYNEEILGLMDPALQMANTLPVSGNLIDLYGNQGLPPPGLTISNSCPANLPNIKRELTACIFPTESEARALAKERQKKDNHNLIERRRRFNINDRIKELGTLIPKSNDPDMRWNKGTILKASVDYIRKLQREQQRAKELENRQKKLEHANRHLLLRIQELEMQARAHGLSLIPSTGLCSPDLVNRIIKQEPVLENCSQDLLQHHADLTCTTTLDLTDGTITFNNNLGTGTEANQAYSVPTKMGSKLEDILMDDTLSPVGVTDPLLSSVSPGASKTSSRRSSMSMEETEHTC
GPR151 ag: human GPR151 activation | activation, % at 11.2 µM | AID 1508602 | hit rate 1% among 650,000 | PathHunter beta-arrestin GPR151 cells, luminescence; in the data active means activation above about 4.9%;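 further: 0% = median of compound wells and 100% = cells with positive control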
Target sequence (Q8TDV0 whole entry, looked up): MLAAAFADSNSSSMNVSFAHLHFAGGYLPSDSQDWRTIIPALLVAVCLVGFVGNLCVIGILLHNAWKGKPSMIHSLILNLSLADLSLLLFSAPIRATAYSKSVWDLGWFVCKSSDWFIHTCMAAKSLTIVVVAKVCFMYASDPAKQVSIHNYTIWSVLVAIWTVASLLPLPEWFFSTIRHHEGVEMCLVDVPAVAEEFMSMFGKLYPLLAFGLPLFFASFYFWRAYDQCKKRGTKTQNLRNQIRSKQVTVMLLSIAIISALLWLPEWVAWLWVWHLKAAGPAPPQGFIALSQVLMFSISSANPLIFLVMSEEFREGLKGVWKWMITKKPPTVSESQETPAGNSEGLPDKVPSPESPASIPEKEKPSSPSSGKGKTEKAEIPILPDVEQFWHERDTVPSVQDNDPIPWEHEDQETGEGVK
FBW7 activator: human FBW7 E3 ligase activation, primary screen; Q969H0; AlphaScreen FBW7–phospho-cyclin E peptide binding, activator screen; normalized activity (activation), % at 26.1 µM; hit rate 0.13% among 650,000; AID 1259310; in the data active means normalized activity above about 1.9%;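 further: purified mutant Fbw7 with reduced substrate affinity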
The depositor's hits bear a star.

Screening Cc1ccc(NC(=O)N2CCCCC2C)cc1 (configuration not stated) returned TEAD-YAP inh -17, MITF inh 13, GPR151 ag -0.2 and FBW7 activator 0.4.
`COC(=O)c1ccccc1NS(=O)(=O)c1ccc2c(c1)OCCCO2` gave TEAD-YAP inh -5, MITF inh -11, GPR151 ag -1.6 and FBW7 activator 0.0.
For C=Cc1ccc(COc2ccc3c(C)c(CCCCCC)c(=O)oc3c2)cc1 the results were TEAD-YAP inh -3, MITF inh -15, GPR151 ag -0.4 and FBW7 activator 0.0.
Screening CC(C)S(=O)(=O)N1CC[C@@H]2[C@H](CCCN2C(=O)c2ccc3nccnc3c2)C1 returned TEAD-YAP inh 0, MITF inh 7, GPR151 ag -1.6 and FBW7 activator 0.0.
For COCC(=O)Nc1ccccc1C(=O)OC the results were TEAD-YAP inh -2, MITF inh -2, GPR151 ag 2.5 and FBW7 activator 0.0.
For O=C(NCc1cccnc1)c1ccc2nc(Nc3ccncn3)sc2c1 the results were TEAD-YAP inh 6, MITF inh -5, GPR151 ag -1.5 and FBW7 activator 0.0.
`Cc1ccccc1COc1cccc(C2(C)NC(=O)NC2=O)c1` (configuration not stated) gave TEAD-YAP inh 5, MITF inh -8, GPR151 ag 0.0 and FBW7 activator 0.2.
`O=C(Nc1ccc(Cl)c(Cl)c1)c1ccccc1F` gave TEAD-YAP inh -48, MITF inh -8, GPR151 ag -1.8 and FBW7 activator 0.2.
CC(C)C(NC(=O)c1ccoc1)c1nnc2n1CCN(Cc1ccccc1F)CC2 (configuration not stated) was read as TEAD-YAP inh 3, MITF inh 4, GPR151 ag -1.3 and FBW7 activator 0.1.
Screening O=C1CCCC2=C1C(c1ccc3c(c1)OCO3)Nc1c2ccc2ncccc12 (configuration not stated) returned TEAD-YAP inh -14, MITF inh -5, GPR151 ag 1.3 and FBW7 activator -0.1.
`COc1cccc(C(=O)NCc2nnc(SCC(=O)N3N=C(c4cccs4)CC3c3ccc(F)cc3)n2-c2cc(C)ccc2C)c1` (configuration not stated) gave TEAD-YAP inh 1, MITF inh 0, GPR151 ag 0.3 and FBW7 activator -0.1.
`O=C1C2CC=CCC2C(=O)N1c1ccc(NCc2ccccc2F)c([N+](=O)[O-])c1` (configuration not stated) gave TEAD-YAP inh -5, MITF inh 1, GPR151 ag 0.4 and FBW7 activator -0.1.

Structural class: the entries above with sulfur (four)
`COC(=O)c1ccccc1NS(=O)(=O)c1ccc2c(c1)OCCCO2` gave TEAD-YAP inh -5, MITF inh -11, GPR151 ag -1.6 and FBW7 activator 0.0.
Screening CC(C)S(=O)(=O)N1CC[C@@H]2[C@H](CCCN2C(=O)c2ccc3nccnc3c2)C1 returned TEAD-YAP inh 0, MITF inh 7, GPR151 ag -1.6 and FBW7 activator 0.0.
For O=C(NCc1cccnc1)c1ccc2nc(Nc3ccncn3)sc2c1 the results were TEAD-YAP inh 6, MITF inh -5, GPR151 ag -1.5 and FBW7 activator 0.0.
`COc1cccc(C(=O)NCc2nnc(SCC(=O)N3N=C(c4cccs4)CC3c3ccc(F)cc3)n2-c2cc(C)ccc2C)c1` (configuration not stated) gave TEAD-YAP inh 1, MITF inh 0, GPR151 ag 0.3 and FBW7 activator -0.1.

Going on with the list:
For CCC(=O)C1CCCN(c2nncc(-c3ccccc3C)n2)C1 (configuration not stated) the results were TEAD-YAP inh -9, MITF inh 9, GPR151 ag -2.1 and FBW7 activator 0.5.
`CCOC(=O)C1=NN(c2ccc(Cl)cc2)C(c2ccccc2)N(C(=O)c2ccccc2)N1C` (configuration not stated) gave TEAD-YAP inh 0, MITF inh -9, GPR151 ag -0.4 and FBW7 activator 0.0.
For C=CCn1c(SCC(=O)Nc2ccccc2)nnc1-c1cccnc1 the results were TEAD-YAP inh -4, MITF inh 2, GPR151 ag -0.8 and FBW7 activator 0.0.
`CC(C)CCNC(=O)c1ccc(Cn2c(=S)[nH]c3cc4c(cc3c2=O)OCO4)cc1` gave TEAD-YAP inh 1, MITF inh 9, GPR151 ag 1.2 and FBW7 activator 0.0.
COc1ccc2ncc(OC(C)=O)cc2c1 was read as TEAD-YAP inh 3, MITF inh 2, GPR151 ag -0.6 and FBW7 activator -0.1.
For COC(=O)c1ccc(NC(=O)Cn2c(=O)oc3ccccc32)cc1 the results were TEAD-YAP inh 6, MITF inh -11, GPR151 ag -0.4 and FBW7 activator -0.1.
Screening COCCn1c(CN2CCN(CCO)CC2)nc2c1c(=O)n(C)c(=O)n2C returned TEAD-YAP inh 6, MITF inh 10, GPR151 ag -0.5 and FBW7 activator 0.0.
For O=C(Nc1ccc2oc(-c3ccccc3Cl)nc2c1)c1ccc(Cl)c(Cl)c1 the results were TEAD-YAP inh 2, MITF inh -4, GPR151 ag 1.2 and FBW7 activator 0.3.
Screening Cn1c(SCC(=O)Nc2ccc(Br)cc2)nnc1-c1cccnc1 returned TEAD-YAP inh 3, MITF inh 6, GPR151 ag 2.1 and FBW7 activator 0.0.
CCSc1nc2c(c(=O)[nH]1)C(c1ccc(N(C)C)cc1)C1=C(CC(C)(C)CC1=O)N2 (configuration not stated) was read as TEAD-YAP inh -7, MITF inh 3, GPR151 ag 0.1 and FBW7 activator -0.3.
`O=C(Nc1ccccc1Cl)c1ccc(Br)cc1` gave TEAD-YAP inh -49, MITF inh 12, GPR151 ag -2.4 and FBW7 activator 0.0.
Screening CCOc1ccc(C(=O)NCCNc2nc3cc4c(cc3cc2C#N)OCO4)cc1 returned TEAD-YAP inh 1, MITF inh -1, GPR151 ag 2.1 and FBW7 activator 0.3.
For Cc1sc2ncn(CC(=O)NCC(=O)NCCCN3CCOCC3)c(=O)c2c1C the results were TEAD-YAP inh 1, MITF inh -13, GPR151 ag -0.9 and FBW7 activator -0.1.
COCC(C)N=CC1=C(O)CC(C)(C)CC1=O (configuration not stated) was read as TEAD-YAP inh -15, MITF inh 1, GPR151 ag 1.8 and FBW7 activator -0.1.
`CC(=O)Nc1cccc(N=Cc2cc(I)cc(C)c2O)c1` gave TEAD-YAP inh 10, MITF inh 5, GPR151 ag 0.6 and FBW7 activator 0.0.
`COc1ccc(NC(=O)CCN2CCC(C(N)=O)CC2)c(OC)c1` gave TEAD-YAP inh -1, MITF inh -16, GPR151 ag -0.8 and FBW7 activator -0.3.
For Cc1ccc(S(=O)(=O)N2Cc3ccccc3CC2C(=O)NCc2ccccc2)cc1 (configuration not stated) the results were TEAD-YAP inh 2, MITF inh 6, GPR151 ag -0.5 and FBW7 activator -0.3.
Cc1ccc(C)c(-n2nnnc2SCC(=O)NNC(=O)c2ccco2)c1 was read as TEAD-YAP inh 8, MITF inh 2, GPR151 ag 0.0 and FBW7 activator -0.1.
COc1ccc(N(C(=O)COc2ccc(C)cc2)S(=O)(=O)c2ccc(C)cc2)cc1 was read as TEAD-YAP inh 3, MITF inh -2, GPR151 ag -0.5 and FBW7 activator 0.1.
COc1ccc(-c2[nH]ncc2CN2CCN(C3CCCC3)C(CCO)C2)cc1 (configuration not stated) was read as TEAD-YAP inh -9, MITF inh -5, GPR151 ag -0.8 and FBW7 activator 0.0.
For CCn1nccc1C(=O)N(C)C12CC3CC(CC(C3)C1)C2 the results were TEAD-YAP inh 5, MITF inh 13, GPR151 ag 2.0 and FBW7 activator -0.2.
O=[N+]([O-])c1cc(F)c(N2CCOCC2)cc1N1CCCC1 was read as TEAD-YAP inh 22, MITF inh 3, GPR151 ag -0.9 and FBW7 activator 0.0.
O=C(Nc1ccc(C(F)(F)F)cc1)C1(c2cccs2)CCOCC1 was read as TEAD-YAP inh -5, MITF inh -5, GPR151 ag 0.4 and FBW7 activator 0.2.
For COC(=O)/C=C1\S/C(=N\N=C\c2ccc(C)cc2)NC1=O the results were TEAD-YAP inh 1, MITF inh 18, GPR151 ag 1.9 and FBW7 activator 0.5.
`CCOC(=O)c1ccccc1NC(=O)c1sc2ncn(CC(=O)N3CCOCC3)c(=O)c2c1C` gave TEAD-YAP inh 4, MITF inh 13, GPR151 ag 1.0 and FBW7 activator 0.1.
Screening N#CCN(N=Nc1cccc([N+](=O)[O-])c1)c1cccc([N+](=O)[O-])c1 returned TEAD-YAP inh 2, MITF inh 19, GPR151 ag -0.1 and FBW7 activator 0.1.
`Cc1ccc(NC(=O)CN2C(=O)N/C(=C\c3cccnc3)C2=O)cc1` gave TEAD-YAP inh 8, MITF inh 17, GPR151 ag 0.4 and FBW7 activator 0.3.
`COc1cccc2cc(-c3csc(Nc4ccc(C(F)(F)F)cc4)n3)c(=O)oc12` gave TEAD-YAP inh 5, MITF inh -6, GPR151 ag -1.1 and FBW7 activator 0.1.
`CN(C)c1ccc(C2CC(c3ccc(Br)cc3)=NN2C(=O)CCCC(=O)O)cc1` (configuration not stated) gave TEAD-YAP inh 7, MITF inh 14, GPR151 ag -0.7 and FBW7 activator -0.2.
For N#C/C(=C/c1cccs1)c1nnc2n1CCCCC2 the results were TEAD-YAP inh -15, MITF inh -14, GPR151 ag -0.6 and FBW7 activator 0.1.
`O=C(c1ccccc1)N1CCn2c1nc1ccccc12` gave TEAD-YAP inh -8, MITF inh -4, GPR151 ag 4.0 and FBW7 activator -0.1.
`O=C(Cn1nc2c3ccccc3ncn2c1=O)NCc1ccco1` gave TEAD-YAP inh 5, MITF inh 27, GPR151 ag 0.9 and FBW7 activator -0.1.
For CC(C)n1c(N2CCCC2CO)nc2c(NCCO)ncnc21 (configuration not stated) the results were TEAD-YAP inh 6, MITF inh 12, GPR151 ag -0.3 and FBW7 activator 0.8.
For O=C(Nc1nnc(-c2cccnc2)s1)c1cccc([N+](=O)[O-])c1 the results were TEAD-YAP inh 1, MITF inh -5, GPR151 ag 0.3 and FBW7 activator -0.1.
`COC(=O)c1c(C)oc2cc(Br)c(OC(=O)C(C)(C)C)cc12` gave TEAD-YAP inh -7, MITF inh -4, GPR151 ag 0.8 and FBW7 activator -0.1.
`O=C(CCl)NCc1ccc(F)cc1` gave TEAD-YAP inh 17, MITF inh -17, GPR151 ag -0.1 and FBW7 activator 0.0.
COc1ccc(/C=C/C(=O)c2ccc(OC)c(OC)c2)cc1 was read as TEAD-YAP inh 1, MITF inh 33, GPR151 ag 4.5 and FBW7 activator 0.1.
Screening COc1ccc(NC(=O)Cc2nc(-c3ccc(OC)cc3)no2)cc1 returned TEAD-YAP inh 1, MITF inh -3, GPR151 ag -0.5 and FBW7 activator -0.1.
Screening O=C(NC(=O)N1CCN(c2ncc(C(F)(F)F)cc2Cl)CC1)c1cccc(C(F)(F)F)c1 returned TEAD-YAP inh -8, MITF inh -2, GPR151 ag -0.2 and FBW7 activator 0.0.
`CN(C)c1ccc(C2CC(c3ccc(Cl)cc3)=NN2S(C)(=O)=O)cc1` (configuration not stated) gave TEAD-YAP inh -43, MITF inh 10, GPR151 ag -0.3 and FBW7 activator 0.1.
Screening Cc1cccc(C(=O)N2CCN(c3ccc(Nc4cccc(C)n4)nn3)CC2)c1 returned TEAD-YAP inh 2, MITF inh 12, GPR151 ag -1.0 and FBW7 activator 0.3.
`Cc1ccc(S(=O)(=O)N(CCc2ccccc2)CC(=O)N/N=C/c2ccncc2)cc1` gave TEAD-YAP inh -4, MITF inh -3, GPR151 ag -0.2 and FBW7 activator 0.0.
For Cc1ccc2c(c1)-c1c(sn(-c3ccc(C)c(C)c3)c1=S)C(C)(C)N2Cc1ccccc1 the results were TEAD-YAP inh 5, MITF inh 12, GPR151 ag -0.3 and FBW7 activator -0.2.
For O=C(COC(=O)c1cccs1)Nc1ccccc1C(F)(F)F the results were TEAD-YAP inh 4, MITF inh 8, GPR151 ag -0.2 and FBW7 activator 0.2.
For Cc1ccccc1-n1nnnc1C(Cl)(Cl)c1nnnn1-c1ccccc1C the results were TEAD-YAP inh -18, MITF inh 7, GPR151 ag 0.7 and FBW7 activator 0.0.
Screening CC(=O)c1ccc(NC(=O)CCC2CCCCC2)cc1 returned TEAD-YAP inh -50, MITF inh 11, GPR151 ag 0.9 and FBW7 activator 0.0.
For Cc1cccc(C(=O)Nc2sc3c(c2C(=O)Nc2ccccn2)CCC3)c1 the results were TEAD-YAP inh -3, MITF inh 7, GPR151 ag 0.2 and FBW7 activator 0.0.
Screening CC(=O)c1cccc(NC(=O)c2ccc(C#N)cc2)c1 returned TEAD-YAP inh -9, MITF inh 1, GPR151 ag -0.7 and FBW7 activator 0.0.

Some of these compounds in order of molecular weight, lowest first:
For O=C(COC(=O)c1cccs1)Nc1ccccc1C(F)(F)F the results were TEAD-YAP inh 4, MITF inh 8, GPR151 ag -0.2 and FBW7 activator 0.2.
Screening Cc1cccc(C(=O)N2CCN(c3ccc(Nc4cccc(C)n4)nn3)CC2)c1 returned TEAD-YAP inh 2, MITF inh 12, GPR151 ag -1.0 and FBW7 activator 0.3.
Screening O=C(NC(=O)N1CCN(c2ncc(C(F)(F)F)cc2Cl)CC1)c1cccc(C(F)(F)F)c1 returned TEAD-YAP inh -8, MITF inh -2, GPR151 ag -0.2 and FBW7 activator 0.0.

The listing continues:
Cc1oc(-c2ccccc2Cl)nc1CSCC(=O)O was read as TEAD-YAP inh -4, MITF inh -2, GPR151 ag 1.0 and FBW7 activator 0.0.
For COc1cc(-c2cc(-c3ccc(N)cc3)[nH]c(=O)c2C#N)cc(OC)c1OC the results were TEAD-YAP inh -8, MITF inh -14, GPR151 ag -0.9 and FBW7 activator 0.5.
Screening COc1ccc(N(CC(=O)Nc2ccc(Br)c(C)c2)S(C)(=O)=O)cc1 returned TEAD-YAP inh -25, MITF inh 7, GPR151 ag 1.7 and FBW7 activator 0.5.
O=C(OCN1C(=O)c2ccccc2C1=O)c1ccc([N+](=O)[O-])cc1 was read as TEAD-YAP inh 2, MITF inh -6, GPR151 ag 0.9 and FBW7 activator -0.1.
O=C(Cn1ncc2c(=O)oc3ccccc3c21)Nc1ccccc1F was read as TEAD-YAP inh 4, MITF inh -1, GPR151 ag 0.2 and FBW7 activator 0.0.

This is a random part of the collection. About 3.4% of those tested had a hit in this group.
